PhoP GFP inhibition = PhoP regulon inhibitors, Salmonella typhi PhoP promoter GFP reporter, confirmatory (AID 1850); Salmonella Typhi PhoP-promoter GFP reporter, fluorescence, 4 h; higher % means a stronger effect; one-dose inhibition, % at 50 µM; IC50 in µM for titrated hits; 310,000 compounds, 0.33% hits; in the data active = a potency from the dose series; inconclusive = inhibition mostly from about 25% at the one dose, without a potency; inactive = the rest, 99 in 100 with inhibition below about 19%;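 note: 0% = induced wells with vehicle and 100% = uninduced wells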
H37Rv inhibition = M. tuberculosis growth inhibition, HTS (AID 449762) | M. tuberculosis H37Rv growth inhibition, 7H9 media; higher % means a stronger effect | inhibition, % at 25 µM, or IC50 in µM where a hit was titrated | 330,000 compounds, 0.59% hits; in the data active = a potency from the dose series; inconclusive = inhibition above about 70% without an active follow-up result;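 note: bacterial growth assessed after seven days of incubation; strong numbers were not always called active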
M. tuberculosis = growth inhibition of non-replicating M. tuberculosis (AID 488890) | one-dose inhibition, % at 25 µM; IC50 in µM for titrated hits | 320,000 compounds, 0.39% hits | Mycobacterium tuberculosis non-replicating, growth inhibition; higher % means a stronger effect; in the data active = a potency from the dose series; inconclusive = inhibition mostly from about 82% at the one dose, without a potency; inactive = the rest, 99 in 100 with inhibition below about 76%;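 note: plate controls were DMSO cells for no effect and high antibiotic wells for full effect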
H1N1 NS1A inhibition = H1N1 influenza NS1A inhibitors, functional cell based assay (AID 504329). NS1A functional cell-based assay, percent inhibition; higher % means a stronger effect. inhibition, % at 12.5 µM; hits with a dose series show IC50 in µM. 340,000 compounds, 0.3% hits; in the data active = a potency from the dose series; inconclusive = inhibition above about 27% without an active follow-up result; note: strong numbers were not always called active
VEEV TC-83 Vero = inhibitors of VEEV TC-83 cytopathic effect, confirmation, Vero cells (AID 588727); Vero cells, VEEV TC-83 cytopathic effect inhibition; higher % means a stronger effect; 350,000 compounds, 0.13% hits; inhibition, % at 20 µM; hits with a dose series show IC50 in µM; in the data active = a potency from the dose series; inconclusive = inhibition mostly from about 14% at the one dose, without a potency; inactive = the rest, 99 in 100 with inhibition below about 12%; note: strong numbers were not always called active
VEEV TC-83 Vero 10K pilot screen = further read-out of VEEV TC-83 Vero, marked with its call; inhibition, %; measured here: 10K pilot screen inhibition
Starred values were filed as active, the others as inactive; i = inactive; ? = inconclusive; . = no result given.

SMILES	PhoP GFP inhibition	H37Rv inhibition	M. tuberculosis	H1N1 NS1A inhibition	VEEV TC-83 Vero	others
C[C@H](CO)N1C[C@H](C)[C@@H](CN(C)S(C)(=O)=O)Oc2ccc(NC(=O)CCC(F)(F)F)cc2C1=O	.	4.5%	-15.8%	1.5%	8.9%
Cc1nnc(SCC(=O)N2CCN(S(=O)(=O)c3ccccc3)CC2)[nH]c1=O	-10.0%	-1.1%	-0.2%	-10.0%	1.8%	VEEV TC-83 Vero 10K pilot screen=0.4
CCOc1cc(CN2CCSCC2)ccc1O	1.8%	-6.0%	-7.3%	-3.1%	1.5%
O=C(NS(=O)(=O)c1ccccc1)c1cccc(Br)c1	-10.0%	-16.9%	57.2%	-5.5%	2.3%
CCOC(=O)c1c(NC(=O)CCN2CCOCC2)sc(C)c1-c1ccccc1	-1.7%	3.5%	.	-6.8%	i
Cc1ccc(OCc2cc(C(=O)N(C)CCc3ccccn3)no2)cn1	-3.1%	2.9%	21.5%	-0.7%	i
CC(Sc1nc2ccccc2s1)C(=O)Nc1ccc2c(c1)OCO2 (stereo not given)	-1.4%	2.5%	38.6%	-2.4%	0.2%
CCCCCc1nnc(NC(=O)CS(=O)(=O)Cc2ccccc2)s1	-2.4%	8.4%	23.2%	-11.3%	2.0%
O=C(NCCCN1CCOCC1)c1ccc(-c2ccc(Cl)cc2)o1	-10.2%	52.0%	33.2%	1.9%	0.3%
O=C(NCc1ccco1)C(Cc1ccccc1)N1C(=O)c2ccccc2C1=O (stereo not given)	-6.2%	-3.7%	-1.9%	2.4%	i
COc1ccc(C(=O)C2CCCN(C(=O)c3noc4c3CCCC4)C2)cc1F (stereo not given)	-9.1%	2.9%	3.4%	-0.2%	0.6%
O=C(NC(=S)N1CCCC1)c1ccccc1	11.0%	2.7%	?	-0.9%	2.1%
Clc1ccccc1-c1nnc(-c2ccccc2Cl)o1	-20.1%	-6.8%	64.1%	-1.9%	2.6%
CCN(CC)C(=O)c1ccc(COc2ccccc2Cl)cc1	-2.0%	6.4%	36.4%	7.4%	i
CCn1c(OC)nc2c1c(=O)n(C)c(=O)n2C	5.8%	-2.3%	0.8%	-2.4%	1.9%
COc1ccccc1C(=O)Nc1onc(C)c1C#N	7.9%	-2.7%	13.2%	3.2%	1.8%
COc1cccc(/C=N/n2c(C)nc3ccccc32)c1OC	-10.9%	?	66.9%	-20.4%	i
CCOC(=O)NCc1ccc(CNC(=O)OCC)cc1	-8.0%	-8.3%	-16.4%	-22.9%	1.6%
CSc1nnc(-c2cccc(NC(=S)NN)c2)o1	24.0%	14.4%	45.3%	-7.1%	2.7%
CN1CC(c2ccccc2)C(c2ccc(Cl)cc2)=N1 (stereo not given)	1.8%	6.7%	23.7%	6.0%	i
Cc1[nH]n(-c2ccccc2)c(=O)c1N=Nc1cccc(Cl)c1	-7.4%	-3.4%	.	-3.9%	1.0%
Cc1cc(C)cc(N(CC(=O)NC2CCCCC2)C(=O)c2ccc(C)s2)c1	2.2%	2.4%	5.5%	-3.3%	i
CCCc1c(C)c2ccc(OCC(C)=O)cc2oc1=O	13.8%	1.6%	8.1%	-1.1%	1.1%
Cc1nc(NC(=O)c2cc3ccccc3o2)ccc1Br	6.5%	-1.4%	53.2%	-13.0%	i
Cc1cccc(NC(=O)C2C(c3ccccc3)C2(Cl)Cl)c1 (stereo not given)	-2.9%	11.1%	27.9%	-1.2%	1.5%
O=[N+]([O-])c1cccc(Cn2cnc3c(=S)nc[nH]c32)c1	.	.	.	-5.8%	i
N#C/C(=C/c1ccc(N2CCCCCC2)o1)c1ccc(Cl)cc1	10.8%	?	?	9.7%	i
CCN(C(=S)Nc1cc(S(=O)(=O)N2CCOCC2)ccc1Cl)c1cccc2ccccc12	-3.8%	-0.6%	28.2%	4.0%	6.7%
O=C(CCN1C(=O)C2CCCCC2C1=O)Nc1nc(-c2ccc(F)c(F)c2)cs1 (stereo not given)	0.5%	95.6%	39.4%	3.3%	3.6%
COC(=O)C1=C(c2ccc(Cl)c(C(F)(F)F)c2)C[C@@H]2CC[C@H]1N2C(=O)NC(C)C	.	-5.4%	14.8%	-4.5%	7.1%
Cc1ccc(CNC(=O)CCCCCNC(=O)N2CCn3c2nc2ccccc23)cc1	1.9%	-2.9%	-5.1%	5.0%	1.2%
COc1ccc(C(=O)Nc2nnc(SCC(=O)NCc3ccco3)s2)c(OC)c1	-6.7%	2.1%	53.6%	1.2%	7.7%
Cc1cc(C)n(C(=O)c2ccc(Cl)c(F)c2F)n1	0.9%	10.9%	-1.1%	-3.9%	0.3%
CCCCCCNC(=O)CCCCCNS(=O)(=O)c1ccc(OC)cc1	5.8%	4.2%	30.1%	3.5%	1.5%
Cn1cnnc1SCC(=O)Nc1ccc(N2CCCCC2)cc1	.	-2.7%	0.0%	1.6%	1.6%
Cc1cc(NC(=O)CCC(=O)N(c2ccc(C)c(F)c2)C(C(=O)NC2CCCC2)c2ccco2)no1 (stereo not given)	0.8%	1.3%	0.3%	-14.0%	i
CCN(CC)C(=O)/C(NC(=O)c1ccccc1)=C(/Sc1ncccn1)c1ccccc1	-8.4%	-3.8%	26.1%	-0.3%	0.5%
CCCCCNC(=O)C(C)Sc1ccc(Cl)cc1 (stereo not given)	-2.1%	-3.4%	?	-3.5%	i
Cc1ccc(-c2cccc(NC(=O)C3C(C(=O)O)[C@@H]4C=C[C@H]3C4)c2)o1 (stereo not given in full)	-10.5%	?	41.4%	-9.6%	8.7%
COc1ccc(-n2nnc3c(SCC(=O)OCc4ccccc4)ncnc32)cc1	-7.6%	?	?	-2.8%	1.2%
COc1ccc(C(CC(=O)Nc2nccs2)C(C)C)cc1 (stereo not given)	-3.9%	-0.1%	6.2%	-21.6%	3.6%
C=CCN(CC=C)C(=O)c1ccccc1NC(=O)c1ccccc1C	-4.8%	6.4%	3.8%	-12.3%	0.7%
S=C(NCc1ccc(Cl)cc1)NCc1ccccn1	0.8%	5.2%	?	4.5%	i
COc1ccc(/C=C/c2nc(-c3ccccc3)cc(=O)[nH]2)cc1	18.9%	?	50.3%	14.2%	3.5%
CCOc1ccccc1NC(=O)CSC1=C(C#N)C(c2ccco2)C(C(=O)Nc2nc3ccccc3s2)=C(C)N1 (stereo not given)	-5.9%	49.6%	-3.5%	11.5%	1.7%
COc1ccc(CCNS(=O)(=O)c2cccc(C)c2)cc1OC	-3.4%	-2.6%	-0.7%	-3.9%	i
CCOC(=O)c1c(NC(=O)C2CCCN(S(=O)(=O)c3ccccc3)C2)sc2c1CCCC2 (stereo not given)	-11.7%	16.9%	-12.1%	-0.2%	i	VEEV TC-83 Vero 10K pilot screen=0.3
O=C(COC(=O)c1ccccc1Nc1ccc(SC(F)F)cc1)NC1CC1	-4.5%	11.8%	52.9%	-20.1%	i
CC(C)NC(=O)N1c2ccccc2Sc2ccccc21	-2.6%	-1.2%	15.3%	-14.2%	i
CC(NC(=O)C1CCN(C(=O)Nc2ccccc2)CC1)c1ccccc1Cl (stereo not given)	.	0.0%	4.8%	0.6%	i
CC(=O)N1CC(=O)Nc2ccc(Cl)cc2C1c1ccccc1 (stereo not given)	0.6%	6.4%	-4.2%	-6.1%	i
O=C(O)c1cc(-c2ccc(N3CCOCC3)cc2)nn1-c1ccc(F)cc1F	-2.0%	-1.4%	-11.9%	-0.7%	0.3%
CCC(=O)Nc1cccc(-c2cn3ccccc3n2)c1	-7.1%	2.3%	-2.6%	2.0%	5.0%
COc1ccc2[nH]c(C)cc(=O)c2c1	3.4%	-1.3%	4.9%	11.2%	0.5%
Cc1ccc(S(=O)(=O)N2CCN(C(=O)COC(=O)COc3ccc(Cl)c(C)c3)CC2)c(C)c1	.	.	.	4.5%	3.3%
COc1cccc2c(=O)cc(C)n(CC(=O)Nc3ccc(C)c(C)c3)c12	-31.7%	13.6%	19.8%	-2.1%	9.5%
O=C1CC2(CC(c3ccc(Cl)cc3)=NO2)C(=O)N1c1ccccc1 (stereo not given)	1.1%	-1.9%	27.0%	-18.5%	i
O=C(c1cn2ccccc2n1)N1CCc2c([nH]c3ccccc23)C1c1ccccn1 (stereo not given)	-2.1%	1.9%	3.2%	5.9%	11.0%
CCn1nc(C)c(NC(=O)CCSc2nc(-c3ccco3)cc(C(F)(F)F)n2)c1C	1.6%	-0.4%	14.3%	-12.2%	3.4%
COc1ccccc1OCCNC(=O)c1cccc(S(=O)(=O)N2CCN(C)CC2)c1	-6.0%	-25.8%	-17.9%	-3.6%	1.8%

As a short view, 3 of the compounds above.
SMILES	PhoP GFP inhibition	H37Rv inhibition	M. tuberculosis	H1N1 NS1A inhibition	VEEV TC-83 Vero	others
C[C@H](CO)N1C[C@H](C)[C@@H](CN(C)S(C)(=O)=O)Oc2ccc(NC(=O)CCC(F)(F)F)cc2C1=O	.	4.5%	-15.8%	1.5%	8.9%
Cc1nnc(SCC(=O)N2CCN(S(=O)(=O)c3ccccc3)CC2)[nH]c1=O	-10.0%	-1.1%	-0.2%	-10.0%	1.8%	VEEV TC-83 Vero 10K pilot screen=0.4
CCOc1cc(CN2CCSCC2)ccc1O	1.8%	-6.0%	-7.3%	-3.1%	1.5%

Molecules shown so far that have an NH in an aromatic ring, in the order listed:
SMILES	PhoP GFP inhibition	H37Rv inhibition	M. tuberculosis	H1N1 NS1A inhibition	VEEV TC-83 Vero	others
Cc1nnc(SCC(=O)N2CCN(S(=O)(=O)c3ccccc3)CC2)[nH]c1=O	-10.0%	-1.1%	-0.2%	-10.0%	1.8%	VEEV TC-83 Vero 10K pilot screen=0.4
Cc1[nH]n(-c2ccccc2)c(=O)c1N=Nc1cccc(Cl)c1	-7.4%	-3.4%	.	-3.9%	1.0%
O=[N+]([O-])c1cccc(Cn2cnc3c(=S)nc[nH]c32)c1	.	.	.	-5.8%	i
COc1ccc(/C=C/c2nc(-c3ccccc3)cc(=O)[nH]2)cc1	18.9%	?	50.3%	14.2%	3.5%
COc1ccc2[nH]c(C)cc(=O)c2c1	3.4%	-1.3%	4.9%	11.2%	0.5%
O=C(c1cn2ccccc2n1)N1CCc2c([nH]c3ccccc23)C1c1ccccn1 (stereo not given)	-2.1%	1.9%	3.2%	5.9%	11.0%

Continued.
SMILES	PhoP GFP inhibition	H37Rv inhibition	M. tuberculosis	H1N1 NS1A inhibition	VEEV TC-83 Vero	others
CCCC(=O)Nc1c(-c2ccc(OC)cc2)c(=O)c2ccccc2n1C	-4.5%	-9.2%	-7.4%	3.3%	2.2%
Cc1noc(C)c1COC(=O)CNC(=O)c1ccc(Cl)cc1	5.4%	6.3%	11.7%	-3.0%	1.0%
CC(=O)Nc1ccc2c(c1)nc(CCNC(=O)c1ccccc1)n2C	-6.6%	5.9%	12.0%	4.4%	1.0%
COc1ccc(C(=O)CSc2nnc(-c3cc(C)cc(C)c3)o2)cc1	-8.4%	10.9%	52.4%	1.6%	0.2%
CCCC(C(=O)Nc1ccc(S(=O)(=O)N2CCCC2)cc1)c1ccccc1 (stereo not given)	1.9%	24.1%	53.3%	-3.4%	7.4%
O=C(CSc1nnc(-c2ccccc2O)n1-c1ccccc1)Nc1cccc(C(=O)O)c1	3.8%	-1.5%	-4.6%	1.5%	i
CC(=O)c1ccc(N=Nc2c(C)[nH]n(-c3ccccc3)c2=O)cc1	-2.4%	11.1%	18.0%	22.6%	0.3%
Cc1cccc2cc(C#N)c(SCC(=O)NCC3CCCO3)nc12 (stereo not given)	-9.9%	6.8%	1.3%	5.8%	4.2%

Entries shown so far that have bromine, in the order listed:
SMILES	PhoP GFP inhibition	H37Rv inhibition	M. tuberculosis	H1N1 NS1A inhibition	VEEV TC-83 Vero	others
O=C(NS(=O)(=O)c1ccccc1)c1cccc(Br)c1	-10.0%	-16.9%	57.2%	-5.5%	2.3%
Cc1nc(NC(=O)c2cc3ccccc3o2)ccc1Br	6.5%	-1.4%	53.2%	-13.0%	i

Assay outcomes from PubChem BioAssay.
